HRP luminol no ALR: HRP/luminol detection interference without ALR, dose response, artefact control for ALR inhibitor project, biochemical, luminescence, no ALR or DTT; HRP/H2O2 luminol luminescence counterscreen, no ALR; activity change, negative = inhibition, % at the top dose, mostly 10 µM; hits show AC50 in µM; 2,500 compounds, 15% hits; AID 540356;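 active = signal-lowering compounds whose fitted half-maximal concentration AC50 is no higher than ten times their top tested concentration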;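 note: 0% = median of neutral control wells and -100% = median of quercitin 100 µM wells; many of its hits are not listed in these tables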
* hit, by the source's call. Some of the compounds tested. The share of hits here may be higher or lower than overall.

The opening two records as a preview:
entry | Structure | HRP luminol no ALR
1 | CC1(C)CN(c2ccccc2)N(C(=O)c2ccc(F)cc2)C1=O | -1.2%
2 | CC(C)c1ccc(/C=C2\SC(=O)N(CC(=O)NCCCn3ccnc3)C2=O)cc1 | -2.4%

Results, repeating the preview:
entry | Structure | HRP luminol no ALR
1 | CC1(C)CN(c2ccccc2)N(C(=O)c2ccc(F)cc2)C1=O | -1.2%
2 | CC(C)c1ccc(/C=C2\SC(=O)N(CC(=O)NCCCn3ccnc3)C2=O)cc1 | -2.4%
3 | Cc1ccc(S(=O)(=O)Nc2c(C(=O)O)[nH]c3ccccc23)c(C)c1 | -9.3%
4 | COC(=O)c1ccccc1N=Nc1c(N)n[nH]c1N | -5.6%
5 | COc1ccc(N2CCN(C(=O)CCNS(=O)(=O)c3ccccc3)CC2)cc1 | 0.0%
6 | Cc1csc2nc(CSc3ccc(Cl)cc3)cn12 | 1.5%
7 | Cc1cc2c(Nc3cccc(O)c3)ncnc2s1 | -8.6%
8 | COc1ccc2[nH]c(=S)[nH]c2c1 | -5.5%
9 | O=C(O)CCCN1C(=O)/C(=C\C(Cl)=C\c2ccccc2)SC1=S | -0.1%
10 | Cc1ccc2nc(C)cc(N/N=C/c3cccc(O)c3)c2c1 | -0.9%
11 | CCN(CCNC(=O)c1ccc(C#N)cc1)c1cccc(C)c1 | -8.1%
12 | Cc1ccc(C(=O)Nc2cccc([N+](=O)[O-])c2)cc1S(=O)(=O)Nc1ccc(C(=O)O)cc1 | -1.4%
13 | Cc1nc(C(F)(F)F)c(C(=O)O)cc1-c1nc(-c2ccccc2)cs1 | -3.6%
14 | O=C(NCc1ccco1)c1ccc2c(c1)N(Cc1ccccc1)CCS2 | -5.1%
15 | CN(C)c1ccc(CN(C(=O)c2ccco2)C2CCS(=O)(=O)C2)cc1 (stereo unspecified) | -1.1%
16 | Cc1cc(O)ccc1Nc1nc(-c2sc(N)nc2C)cs1 | -9.4%
17 | COc1cc(NCCC(=O)c2cccs2)c(OC)cc1Cl | -2.6%
18 | COC(=O)c1ccc(-c2nc3cc(N)ccc3o2)cc1 | 4.3%
19 | CN(C)c1ccc(-c2n[nH]c(=S)n2-c2ccccc2)cc1 | -1.3%
20 | CC(=O)c1c(C)oc(C)c1CSCc1ccc(C(=O)O)o1 | 4.7%
21 | O=C(CCN1CCCCCC1)c1ccccc1 | -2.7%
22 | COc1ccc(S(=O)(=O)Nc2ccc(O)c3ccccc23)cc1 | -3.4%
23 | CCCC(=O)NC(c1ccc(N(C)C)cc1)c1ccc2cccnc2c1O (stereo unspecified) | -1.6%
24 | CCN(CC)CC(=O)c1ccc(-c2ccccc2)cc1 | -8.1%
25 | CC(C)(C)NC(=O)NC(=O)CN1CCCc2ccccc21 | -1.9%
26 | COc1ccc(OC)c(NC(=O)CN(c2ccc(C(C)C)cc2)S(=O)(=O)c2c(C)noc2C)c1 | 0.5%
27 | COc1cccc(-c2noc(Cn3nc(C)c([N+](=O)[O-])c3C)n2)c1 | -1.4%
28 | CC(C)(C)OC(=O)NCc1n[nH]c(=S)n1C1CC1 | -5.3%
29 | CSCc1ccc(C(=O)N2CCCC(Nc3ccc(F)cc3)C2)o1 (stereo unspecified) | -3.5%
30 | COc1cccc(/C=N/n2c(-c3cc(C)[nH]n3)n[nH]c2=S)c1OC | -11%

Sorted by count of non-hydrogen atoms (ascending): part of the list above
entry | Structure | HRP luminol no ALR
21 | O=C(CCN1CCCCCC1)c1ccccc1 | -2.7%
28 | CC(C)(C)OC(=O)NCc1n[nH]c(=S)n1C1CC1 | -5.3%
4 | COC(=O)c1ccccc1N=Nc1c(N)n[nH]c1N | -5.6%
17 | COc1cc(NCCC(=O)c2cccs2)c(OC)cc1Cl | -2.6%
10 | Cc1ccc2nc(C)cc(N/N=C/c3cccc(O)c3)c2c1 | -0.9%
9 | O=C(O)CCCN1C(=O)/C(=C\C(Cl)=C\c2ccccc2)SC1=S | -0.1%
30 | COc1cccc(/C=N/n2c(-c3cc(C)[nH]n3)n[nH]c2=S)c1OC | -11%
15 | CN(C)c1ccc(CN(C(=O)c2ccco2)C2CCS(=O)(=O)C2)cc1 (stereo unspecified) | -1.1%
14 | O=C(NCc1ccco1)c1ccc2c(c1)N(Cc1ccccc1)CCS2 | -5.1%
23 | CCCC(=O)NC(c1ccc(N(C)C)cc1)c1ccc2cccnc2c1O (stereo unspecified) | -1.6%
5 | COc1ccc(N2CCN(C(=O)CCNS(=O)(=O)c3ccccc3)CC2)cc1 | 0.0%
2 | CC(C)c1ccc(/C=C2\SC(=O)N(CC(=O)NCCCn3ccnc3)C2=O)cc1 | -2.4%
12 | Cc1ccc(C(=O)Nc2cccc([N+](=O)[O-])c2)cc1S(=O)(=O)Nc1ccc(C(=O)O)cc1 | -1.4%
26 | COc1ccc(OC)c(NC(=O)CN(c2ccc(C(C)C)cc2)S(=O)(=O)c2c(C)noc2C)c1 | 0.5%

The listing continues:
entry | Structure | HRP luminol no ALR
31 | COC(=O)c1c(-c2ccc(C)cc2)csc1N | -1.1%
32 | COc1cc(/C=N\NC(=O)c2c(C)nc3cc(C)ccn23)ccc1O | -10%
33 | Cc1cc(C)cc(N(CC(=O)NCc2ccco2)S(=O)(=O)c2c(C)noc2C)c1 | -2.0%
34 | [O-]c1c[n+](-c2ccc(-[n+]3cc([O-])on3)cc2)no1 | 1.6%
35 | CCCc1cc(C(=O)N2CCCC(N3CCN(c4ccc(F)cc4)CC3)C2)no1 (stereo unspecified) | -4.6%
36 | COc1ccccc1NC(=O)c1cc(=O)[nH]c2ccccc12 | -2.1%
37 | CCC(=O)N(C)CCc1cc2c(c(OC)c1/C=N/Nc1ccc(C(=O)O)cc1)OCO2 | -6.6%
